# D2 agonist = D2 dopamine receptor (human) agonism | HEK293 T-REx D2 cells, calcium flux agonist mode | activation, % at 2 µM | 340,000 compounds, 0.53% hits | AID 485358;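 active = activation over 3 SD above normal in the single-dose calcium agonist read, cut at about 30% in these data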; note: 0% is about no effect
#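 Tetracycline-induced HEK293 Trex cells with D2 receptor force-coupled to calcium signaling, plated overnight at 30 C and loaded with no-wash calcium dye. Calcium flux read kinetically for 180 s after compound addition; responses flag agonists.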
# D2 antag = antagonists of human D2 dopamine receptor. P14416. HEK293 TREx D2 cells, calcium flux, dopamine EC80. 340,000 compounds, 2% hits. inhibition, % at 10 µM; in the data active = inhibition above about 30%; note: 0% is about no effect
#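 Cells plated overnight at 30 C with tetracycline; no-wash calcium dye, 30–90 min RT; 10 s baseline; compound pinned; 180 s read; EC80 dopamine added; another 180 s read.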
# rTrxR1 inhibitor = inhibitors of rat thioredoxin reductase 1 | 390,000 compounds, 1% hits | Potency, µM (titrated, usually from 114 µM), for the others: top-dose activity change, negative = inhibition, most hits filed as inhibitors | AID 588453 | recombinant rTrxR1, NADPH fluorescence consumption, selenite substrate; note: potency is the fitted concentration of half-maximal effect; % is set by controls: 0 for no effect and ±100 for the full control effect; nearly all actives have a fitted effect of over 65% in size
# Target sequence (O89049 whole entry, looked up): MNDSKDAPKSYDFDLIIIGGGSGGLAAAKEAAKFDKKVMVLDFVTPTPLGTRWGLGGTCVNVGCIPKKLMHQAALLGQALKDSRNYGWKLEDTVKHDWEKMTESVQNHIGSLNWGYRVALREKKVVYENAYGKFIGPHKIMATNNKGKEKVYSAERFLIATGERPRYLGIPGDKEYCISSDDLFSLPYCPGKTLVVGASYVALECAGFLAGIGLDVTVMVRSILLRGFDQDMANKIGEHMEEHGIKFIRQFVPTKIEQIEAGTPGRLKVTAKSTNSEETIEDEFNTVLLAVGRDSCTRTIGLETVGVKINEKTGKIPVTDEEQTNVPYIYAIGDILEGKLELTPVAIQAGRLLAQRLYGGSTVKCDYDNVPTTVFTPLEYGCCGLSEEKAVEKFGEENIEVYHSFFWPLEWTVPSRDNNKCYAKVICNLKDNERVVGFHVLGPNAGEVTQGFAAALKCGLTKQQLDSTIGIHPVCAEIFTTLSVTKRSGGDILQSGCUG
#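 Rat TrxR1 (90 nM in the dispensed reagent) was pre-reduced with 400 uM NADPH for 5 min at room temperature, then incubated with compound for 15 min. After 400 uM selenite was added, NADPH fluorescence (Ex 340/Em 450 nm) was followed for 8 min.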
# USP1-UAF1 inh = inhibitors of human USP1/UAF1 deubiquitinase; 390,000 compounds, 0.23% hits; O94782; recombinant USP1/UAF1, Ub-Rhodamine cleavage fluorescence; Potency, µM (doses to about 57.1 µM), for inactives: top-dose activity change, negative = inhibition, usual class: inhibitors; note: potency is the fitted concentration of half-maximal effect; % is set by controls: 0 for no effect and ±100 for the full control effect; nearly all actives have a fitted effect of over 60% in size; inactives centre near -12
#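 In this screen, compounds sit with the deubiquitinase complex (1nM) for 15 min at room temperature before Ub-Rho is added at 150nM final. Fluorescence rise is then followed for 6 reads every 60 seconds.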
# TrxR1 substrate = rat thioredoxin reductase 1 substrate activity | purified TrxR1 substrate turnover, NADPH consumption readout | Potency, µM (series often up to 114 µM), for inactives: at the top dose activity change, negative = substrate turnover | 390,000 compounds, 0.01% hits | AID 588456; note: potency is the fitted concentration of half-maximal effect; % is set by controls: 0 for no effect and ±100 for the full control effect; nearly all actives have a fitted effect of over 50% in size
#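 Rat TrxR1, dispensed at 90 nM, was prereduced with 400 uM NADPH (final) for 5 min at ~22 deg C, then incubated with compound 15 min before 400 uM selenite. A first-read NADPH fluorescence drop versus no-compound background flagged substrates.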
# TRHR ag = activates the human TRH receptor; 360,000 compounds, 0.18% hits; activation, % at 2 µM; TRHR cells, calcium flux fluo-8, FDSS agonist mode; P34981; in the data active = activation above about 30%; note: 0% is about no effect
# Target sequence (P34981 whole entry, looked up): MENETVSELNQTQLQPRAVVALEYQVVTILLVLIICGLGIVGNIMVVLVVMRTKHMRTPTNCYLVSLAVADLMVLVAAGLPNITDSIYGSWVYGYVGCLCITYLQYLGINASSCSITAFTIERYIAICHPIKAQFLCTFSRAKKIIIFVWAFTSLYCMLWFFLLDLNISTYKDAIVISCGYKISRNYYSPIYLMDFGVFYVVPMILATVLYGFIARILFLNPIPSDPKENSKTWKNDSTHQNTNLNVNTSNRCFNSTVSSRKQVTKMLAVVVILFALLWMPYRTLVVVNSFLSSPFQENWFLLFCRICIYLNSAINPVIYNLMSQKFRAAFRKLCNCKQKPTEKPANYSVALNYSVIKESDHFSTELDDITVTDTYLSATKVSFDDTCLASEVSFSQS
#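 Agonist-mode FDSS calcium read (Ex 480/Em 530, 1 s cycles) in 1536-well TRHR cells with fluo-8 dye, after 10-cycle baseline and 23 nL compound addition; TRH at EC20 (10 nM final) added afterwards for the enhancer phase.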
# mIDH1 inhibitor = human IDH1 R132H inhibition; O75874; IDH1-R132H enzyme, NADPH consumption, diaphorase/resazurin fluorescence; Potency, µM (highest dose often 76.6 µM), for inactives: at the top dose activity change, negative = inhibition, actives largely listed as inhibitors; 390,000 compounds, 0.093% hits; AID 602179; note: potency is the fitted concentration of half-maximal effect; % is set by controls: 0 for no effect and ±100 for the full control effect; nearly all actives have a fitted effect of over 65% in size
#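 IDH1-R132H (0.5 ug/mL) preincubated 30 min with compound, then NADPH (0.016 mM) and alpha-KG (2 mM) added; 80 min at RT, pH 7.5. Remaining NADPH coupled via diaphorase/resazurin to fluorescence (540/590 nm); concentration-response curves normalized to no-enzyme control.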
# TRHR enhancer = allosteric enhancers of human TRH receptor; P34981; enhancement, % at 2 µM; TRHR cells, fluo-8 calcium fluorescence, EC20 TRH enhancement; AID 493056; 360,000 compounds, 0.66% hits; in the data active = enhancement above about 30%; note: 0% is about no effect
#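 Enhancer read-out: after compound pinning and an initial kinetic agonist-mode read, an EC20 of TRH (10 nM final) was injected and fluo-8 calcium signal (Ex 480/Em 530) followed at 1 s/cycle for 100 cycles in TRHR-expressing cells.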
# Pin1 inh = inhibitors of human Pin1 | Pin1 FP peptide displacement, HiFluor488, 10 min | Potency, µM (top dose mostly 115 µM), without a hit: at the highest dose activity, negative = inhibition, actives largely listed as inhibitors | Q13526 | 390,000 compounds, 0.009% hits; active = well fitted inhibition curve with a large enough effect in the polarisation, with a control signal flat, not every such curve was filed as active; inconclusive = small, poorly fitted or top-dose-only effect, or effect the other way, or a change in a side signal; inactive = no such curve, though single readings can be large or run the other way; the % refers to the polarisation; note: potency is the fitted concentration of half-maximal effect; % is set by controls: 0 for no effect and ±100 for the full control effect
# Target sequence (Q13526 whole entry, looked up): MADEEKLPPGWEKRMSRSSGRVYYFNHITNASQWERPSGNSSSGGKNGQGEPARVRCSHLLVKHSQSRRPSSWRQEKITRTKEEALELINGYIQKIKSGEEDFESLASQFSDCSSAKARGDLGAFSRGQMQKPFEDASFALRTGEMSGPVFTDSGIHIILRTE
# Active calls of the source: *; ? = inconclusive; nt = no result given; & = joins results of further samples; [ ] = another dose, or the depositor's remark. Unless noted, calls come from the whole dose curve; as a rule, active = well fitted inhibition curve with a large enough effect; inconclusive = small, poorly fitted or top-dose-only effect; inactive = no such curve, though single readings can be large or run the other way. These rows are one share of the data (hit frequency here may not be typical).
cpd	structure	D2 agonist	D2 antag	rTrxR1 inhibitor	USP1-UAF1 inh	TrxR1 substrate
1	CN(C(=O)COC(=O)c1ccc(C(C)(C)C)cc1)C1CCS(=O)(=O)C1 (stereo not drawn)	nt	10	-5%	-21%	-2%
2	CCOc1ccc2nc(N3CCCC(C(=O)Nc4c(C)cccc4C)C3)sc2c1 (stereo not drawn)	-0.2	nt	17%	-13%	4%
3	CCCCC(=O)Nc1cc(NC(=O)CC)ccc1Cl	0.6	12	14%	-14%	5%
4	Cc1cccc(-n2ncc(C(=O)N3CCc4ccccc4C3)c2C2CCN(C(=O)OC(C)(C)C)CC2)c1	nt	nt	-2%	-15%	-8%
5	CC(C)(C)OC(=O)N1CCC(Cc2cc(-c3cccc(Br)c3)no2)(C(=O)O)CC1	0.7	-10	14%	-25%	1%
6	Cc1cc(C)cc(N/C(N)=N/c2nc(C)cc(C)n2)c1	25	-11	-5%	-10%	-5%
7	Cc1cccc(NC(=O)c2cc(S(=O)(=O)N3CCc4ccccc43)ccc2F)c1C	nt	nt	27%[57.1 µM]	?	0%[57.1 µM]
8	CCn1cc(CN2CCC(C(=O)Nc3ccc(Oc4cccnc4)cc3)CC2)c(C)n1	0.1	-6	10%	-9%	7%
9	COc1ccc(C(CNC(=O)c2ccc(F)cc2)N2CCCC2)cc1 (stereo not drawn)	0.2	nt	?	-13%	-6%
10	Cc1cc(Cl)nc(NC(=O)Nc2cccc(Cl)c2)n1	0.7	24	10%	-11%	-4%
11	Cc1ccc(-n2cc(C(=O)c3ccc(N4CCN(C)CC4)cc3)nn2)cc1Cl	-0.7	-12	28%	-12%	0%
12	COCCCNC(=O)C1CCN(C(=O)c2cc3sccc3n2Cc2ccc(Cl)cc2)CC1	0.3	nt	2%	-9%	-1%
13	CN(Cc1nc(-c2cnccn2)no1)Cc1n[nH]c2c1CCCC2	nt	nt	11%[57.1 µM]	-7%	-5%
14	CSc1nsc2nc(=O)c(/C=C3\C(C)=Nc4ccc(C)cc43)c(N)n12	1.1	4	-5%	22%	1%
15	COc1ccc(CNC(=O)Nc2cccc(Cl)c2)cc1	-0.5	4	13%	-19%	-4%

cpd	TRHR ag	mIDH1 inhibitor	TRHR enhancer	Pin1 inh
1	0.2	1%	9	-6%
2	-0.1	-3%	1	5%
3	-0.2	0%	-8	-12%
4	-1.0	4%	-8	0%
5	-0.6	3%	4	-5%
6	10	-1%	0	1%
7	0.1	-6%	0	1%
8	0.4	6%	-5	4%
9	1.0	17%	-1	2%
10	2.4	-6%	-10	5%
11	-0.6	-3%	9	4%
12	0.3	17%	15	1%
13	0.1	14%	-4	-2%
14	0.2	2%	-4	?
15	0.3	3%	7	-2%

# Next part
cpd	structure	D2 agonist	D2 antag	rTrxR1 inhibitor	USP1-UAF1 inh	TrxR1 substrate
16	CC(C)(C)NC(=O)CSc1nsc(SCC(=O)NC(C)(C)C)c1C#N	0.5	2	5%	-7%	5%[57.1 µM]
17	COc1ccc(C2(CNC(=O)c3ccco3)CCOCC2)cc1	nt	nt	-15%	-17%	9%
18	CCOc1ccccc1NC(=O)c1ccc2c(c1)C(=O)N(CC(C)C)C2=O	1.0	-7	24%[57.1 µM]	-9%	8%[57.1 µM]
19	COc1cccc(N/C=C/c2onc(C)c2[N+](=O)[O-])c1	1.2	-3	3%	-24%	-1%
20	CN(C)S(=O)(=O)c1ccc(C(=O)Nc2nnc(SCc3ccccc3)s2)cc1	-0.3	-1	-2%	-17%	22%
21	CCCOc1ccc(N2C(=O)CC(N3CCN(c4nc5ccccc5s4)CC3)C2=O)cc1 (stereo not drawn)	-1.3	2	4%[57.1 µM]	-10%	-3%[57.1 µM]
22	CN(C)CCn1c(=S)[nH]c2ccccc2c1=O	0.3	-19	-11%[57.1 µM]	-4%	6%[57.1 µM]
23	O=S(=O)(NCC1(N2CCOCC2)CCCCC1)c1ccc(F)c(F)c1F	-1.4	-6	-8%	-2%	-7%
24	O=C(COC(=O)c1ccccc1C(=O)c1ccccc1)Nc1cccc([N+](=O)[O-])c1	-0.1	5	17%	-6%	-5%
25	CCOC(=O)c1cccc(NC(=O)CCS(=O)(=O)c2ccc(Br)s2)c1	-0.4&1.0	-2	5%	-14%&-1%	-2%
26	Cc1onc(-c2ccccc2Cl)c1C(=O)c1ccccc1	-0.4	9	1%[57.1 µM]	-15%	-1%[57.1 µM]
27	COc1ccc(-c2ccc(N)cn2)cn1	0.4	-9	12%	-24%	3%
28	CC1/C(=N/O)CC(c2ccccc2)NC1c1ccccc1 (stereo not drawn)	-0.4	-2	-3%[57.1 µM]	-1%	0%[57.1 µM]
29	COc1ccc(CN2CCSCC2)c(OC)c1C	-0.5	-17	3%[57.1 µM]	-21%	-5%[57.1 µM]
30	CCOC(=O)c1c(-c2ccccc2Cl)cn2ccccc12	0.7	2	6%	-21%	57%[activator]

cpd	TRHR ag	mIDH1 inhibitor	TRHR enhancer	Pin1 inh
16	0.4	1%	0	-5%
17	0.4	-2%	5	-3%
18	-0.4	3%	8	5%
19	1.4	8%	4	5%
20	0.2	12%	19	-1%
21	-1.4	5%	3	-6%
22	-0.1	0%	2	-9%
23	-0.3	-1%	-1	-1%
24	0.6	0%	2	-3%
25	-1.9&0.9	-14%&-8%	2&-9	0%&3%
26	-0.5	-2%	-1	2%
27	-0.2	1%	-3	5%
28	-0.7	2%	6	?
29	0.8	5%	-1	-4%
30	-0.2	9%	-12	3%

# Further results follow:
cpd	structure	D2 agonist	D2 antag	rTrxR1 inhibitor	USP1-UAF1 inh	TrxR1 substrate
31	CCOC(=O)C(NC(C)=O)(Nc1ccc(S(=O)(=O)Nc2cc(C)on2)cc1)C(F)(F)F (stereo not drawn)	nt	nt	14%[57.1 µM]	-11%	5%[57.1 µM]
32	COc1cc(CNc2ncn[nH]2)ccc1OCc1ccccc1C	-0.1	9	?	-10%	-2%
33	CCN1CCN(C(C(=O)NC2CCCC2)c2cc3c(cc2[N+](=O)[O-])OCO3)CC1 (stereo not drawn)	1.3	2	20%[57.1 µM]	-16%	7%[57.1 µM]
34	Cc1ccc2c(c1)N(C(=O)CCC(=O)NCc1cccs1)CCO2	nt	nt	6%	-9%	2%
35	CC(=O)N(C)C1(c2nnnn2CCOC(=O)Nc2cccc3ccccc23)CCCC1	0.1	-7	-3%	-11%	-7%
36	CC(=O)Nc1ccc2nc(NC(=O)C(Cl)(Cl)Cl)sc2c1	-0.6	1	-22%[57.1 µM]	-17%	2%[57.1 µM]
37	Cc1cc(C)nc(NS(=O)(=O)c2ccc(NC(=S)NC(=O)c3cccnc3)cc2)n1	-0.6	-4	1%[57.1 µM]	-7%	-6%
38	O=C(COC(=O)c1ccc([N+](=O)[O-])s1)Nc1ccc(F)cc1	0.0	23	?	?	-14%
39	Cc1ccc(C(=O)NN2C(=O)C3C4C=CC([C@@H]3C2=O)C42CC2)cc1 (stereo partly drawn)	-0.3	-6	9%	-15%	3%
40	O=C(c1ccc([N+](=O)[O-])o1)N1CCN(c2nc3c(F)cc(F)cc3s2)CC1	0.8	21	?	-24%	-3%
41	Cc1ccc(S(=O)(=O)N2CCN(C(=O)c3ccc4c(c3)OCO4)CC2)cc1	0.1	13	18%[57.1 µM]	-1%	7%[57.1 µM]
42	COc1ccc(CCn2c(-n3nc(C)cc3C)nc3c2c(=O)[nH]c(=O)n3C)cc1	nt	nt	-1%	-16%	12%[57.1 µM]
43	CC(/C=N/NC(=O)c1nnn(-c2nonc2N)c1CN(C)C)=C\c1ccco1	-0.3	1	?	-13%	-14%
44	COc1ccccc1CN1CCC(n2nccc2NC(=O)CCCc2ccccc2)CC1	nt	nt	10%	-26%	15%

cpd	TRHR ag	mIDH1 inhibitor	TRHR enhancer	Pin1 inh
31	0.3	1%	4	-3%
32	0.0	8%	-3	-8%
33	0.1	20%	3	-18%
34	-0.6	17%	-3	43%[activator]
35	-0.5	1%	-3	?
36	-2.3	-4%	3	-1%
37	0.3	3%	-4	1%
38	-0.8	-15%	-6	?
39	0.2	1%	17	1%
40	0.4	6%	-2	4%
41	0.1	-8%	-6	0%
42	nt	3%	nt	-3%
43	-0.5	2%	-4	-24%
44	0.8	-10%	-5	0%

# Sorted by value in rTrxR1 inhibitor (lowest first): some entries from above.
No. | smiles | D2 antag | rTrxR1 inhibitor | USP1-UAF1 inh | TrxR1 substrate | TRHR ag | TRHR enhancer | Pin1 inh
35 | CC(=O)N(C)C1(c2nnnn2CCOC(=O)Nc2cccc3ccccc23)CCCC1 | -7 | -3% | -11% | -7% | -0.5 | -3 | ?
8 | CCn1cc(CN2CCC(C(=O)Nc3ccc(Oc4cccnc4)cc3)CC2)c(C)n1 | -6 | 10% | -9% | 7% | 0.4 | -5 | 4%
3 | CCCCC(=O)Nc1cc(NC(=O)CC)ccc1Cl | 12 | 14% | -14% | 5% | -0.2 | -8 | -12%

# By substructure: those above with a tert-butyl group
cpd	structure	D2 agonist	D2 antag	rTrxR1 inhibitor	USP1-UAF1 inh	TrxR1 substrate
1	CN(C(=O)COC(=O)c1ccc(C(C)(C)C)cc1)C1CCS(=O)(=O)C1 (stereo not drawn)	nt	10	-5%	-21%	-2%
4	Cc1cccc(-n2ncc(C(=O)N3CCc4ccccc4C3)c2C2CCN(C(=O)OC(C)(C)C)CC2)c1	nt	nt	-2%	-15%	-8%
5	CC(C)(C)OC(=O)N1CCC(Cc2cc(-c3cccc(Br)c3)no2)(C(=O)O)CC1	0.7	-10	14%	-25%	1%
16	CC(C)(C)NC(=O)CSc1nsc(SCC(=O)NC(C)(C)C)c1C#N	0.5	2	5%	-7%	5%[57.1 µM]

cpd	TRHR ag	mIDH1 inhibitor	TRHR enhancer	Pin1 inh
1	0.2	1%	9	-6%
4	-1.0	4%	-8	0%
5	-0.6	3%	4	-5%
16	0.4	1%	0	-5%

# Source: PubChem BioAssay
